High-throughput results as filed in PubChem BioAssay.
GPR151 ag: activates the human receptor GPR151; Q8TDV0; PathHunter beta-arrestin GPR151 cells, luminescence; activation, % at 11.2 µM; 650,000 compounds, 1% hits; in the data active = activation above about 4.9%;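 note: 0% = median of compound wells and 100% = cells with positive control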
Target sequence (Q8TDV0 whole entry, looked up): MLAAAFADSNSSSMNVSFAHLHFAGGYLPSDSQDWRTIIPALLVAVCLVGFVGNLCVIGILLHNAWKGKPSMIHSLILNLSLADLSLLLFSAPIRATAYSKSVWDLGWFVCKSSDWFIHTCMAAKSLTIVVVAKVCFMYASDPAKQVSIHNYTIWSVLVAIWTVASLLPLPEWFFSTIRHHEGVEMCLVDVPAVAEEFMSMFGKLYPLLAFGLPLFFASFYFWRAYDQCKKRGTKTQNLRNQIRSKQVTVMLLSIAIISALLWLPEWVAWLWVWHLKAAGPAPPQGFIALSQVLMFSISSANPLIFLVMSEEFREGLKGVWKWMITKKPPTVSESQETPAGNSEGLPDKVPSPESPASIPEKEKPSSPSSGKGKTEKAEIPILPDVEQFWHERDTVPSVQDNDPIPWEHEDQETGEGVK
MITF primary: human MITF inhibition, primary screen. 650,000 compounds, 0.91% hits. AlphaScreen MITF homodimerization, bead proximity signal. inhibition, % at 2.6 µM. AID 1259374; in the data active = inhibition above about 50%;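 note: 0% = vehicle wells with protein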
Target sequence (O75030 whole entry, looked up): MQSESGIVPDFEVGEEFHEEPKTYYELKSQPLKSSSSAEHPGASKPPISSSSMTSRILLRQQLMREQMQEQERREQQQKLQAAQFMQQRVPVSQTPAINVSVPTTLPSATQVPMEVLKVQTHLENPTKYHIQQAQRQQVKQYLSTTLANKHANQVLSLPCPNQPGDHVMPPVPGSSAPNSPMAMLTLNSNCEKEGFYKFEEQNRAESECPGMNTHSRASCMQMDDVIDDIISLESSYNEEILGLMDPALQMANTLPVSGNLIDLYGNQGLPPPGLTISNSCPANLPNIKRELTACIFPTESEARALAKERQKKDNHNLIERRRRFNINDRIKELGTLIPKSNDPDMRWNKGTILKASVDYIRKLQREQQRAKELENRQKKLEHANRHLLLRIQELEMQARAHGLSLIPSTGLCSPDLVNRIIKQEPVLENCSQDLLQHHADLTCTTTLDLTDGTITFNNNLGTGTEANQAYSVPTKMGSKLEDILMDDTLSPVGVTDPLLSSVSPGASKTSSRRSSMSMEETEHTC
FBW7 activator: activators of human E3 ligase FBW7 | Q969H0 | AlphaScreen FBW7–phospho-cyclin E peptide binding, activator screen | normalized activity (activation), % at 26.1 µM | 650,000 compounds, 0.13% hits | AID 1259310; in the data active = normalized activity above about 1.9%;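 note: purified mutant Fbw7 with reduced substrate affinity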
TEAD-YAP inh: TEAD-YAP interaction inhibition; inhibition, % at 9.12 µM; HEK-TIYL cells, TEAD-Gal4/YAP UAS-luciferase luminescence; 640,000 compounds, 1.4% hits; in the data active = inhibition above about 32%;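 note: 0% = median of test compound wells and 100% = reference inhibitor wells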
Numbers without * were called inactive; & = joins results of further samples.

canonical_smiles	GPR151 ag	MITF primary	FBW7 activator	TEAD-YAP inh
CC(C)C(NS(=O)(=O)c1ccc2c(c1)oc(=O)n2C)C(=O)NCc1cccs1 (centres undefined)	0.8	4	0.2	-1
Nc1ccc(-c2nc3cc(Cl)cc(Cl)c3o2)cc1	-1.1	14	0.4	-38
CCCCOc1ccc(N2C(=O)c3ccccc3C2=O)cc1	-0.1	-6	0.0	10
O=C(Nc1ccc(Oc2ccccc2)cc1)c1sc2ccccc2c1Cl	-0.2	0	0.2	-5
O=S(=O)(c1ccc(Cl)c(C(F)(F)F)c1)N1CCOCC1	-0.8	2	-0.1	12
N/N=C(\Cc1ncc[nH]1)c1ccccc1	1.9	4	-0.1	-2
CCc1ccc(CNc2nc3nc(C)c(C)c(=O)n3[nH]2)cc1	0.7	1	-0.3	-6
O=C(Nc1cc(Oc2ccc(F)cc2)cc([N+](=O)[O-])c1)c1nn2c(C(F)(F)F)cc(-c3ccccc3)nc2c1Cl	1.3	-14	-0.1	1

Record cards (already shown). Screens in order: GPR151 ag	MITF primary	FBW7 activator	TEAD-YAP inh
N/N=C(\Cc1ncc[nH]1)c1ccccc1 reads 1.9	4	-0.1	-2
CCCCOc1ccc(N2C(=O)c3ccccc3C2=O)cc1 reads -0.1	-6	0.0	10
CC(C)C(NS(=O)(=O)c1ccc2c(c1)oc(=O)n2C)C(=O)NCc1cccs1 (centres undefined) reads 0.8	4	0.2	-1
Nc1ccc(-c2nc3cc(Cl)cc(Cl)c3o2)cc1 reads -1.1	14	0.4	-38
O=C(Nc1ccc(Oc2ccccc2)cc1)c1sc2ccccc2c1Cl reads -0.2	0	0.2	-5

(list continues)
canonical_smiles	GPR151 ag	MITF primary	FBW7 activator	TEAD-YAP inh
Cc1noc(C)c1COc1cccc(C(=O)OCCOc2ccc(F)cc2)c1	0.7	1	0.1	5
O=C(Nc1ccc(Cl)cn1)c1ccc(Br)c(S(=O)(=O)N2CCCCC2)c1	-0.8	7	0.1	6
C[C@@H]1NC(=O)[C@@H]2C[C@H](NCc3cc4ccccc4s3)CN2C1=O	-0.3	-15	0.0	-7
COc1ccc(OCC(=O)N(Cc2nc(-c3ccc(Cl)cc3)no2)C(C)C)cc1	0.8	6	0.7	9
COc1cc(N)c(Cl)cc1C(=O)OCC(=O)N(c1ccccc1)C(C)C	0.2	-10	0.2	-2
Cc1ccc(-c2ccc(/C=C(\NC(=O)c3ccccc3)C(=O)NCc3ccc(F)cc3)o2)cc1	2.0	-1	0.3	8
CCn1c(C)nc2c(=O)oc3ccccc3c21	0.7	2	0.0	2
CCOc1cc(CN2CCc3nnc(C(C)NC(=O)CCOC)n3CC2)ccc1OC (centres undefined)	2.1	-9	0.2	6
O=C(Oc1ccc(-c2noc(-c3ccc(OC(=O)c4ccc(F)cc4)cc3)n2)cc1)c1ccc(F)cc1	-0.2	-6	0.0	-5
O=C(CN1CCN(c2ccccn2)CC1)NCC(F)(F)F	-3.0	11	0.3	1
CC1CC(C)CN(CCCNC(=O)C2CCN(c3nnc(N4CCCC4=O)s3)CC2)C1 (centres undefined)	1.3	12	0.1	3
CNC(=O)[C@@H]1C[C@@H](NCc2ccccc2Cl)CN1C(C)C	0.7	-23	0.0	4
O=C(O)c1nn(-c2ccc(Cl)cc2)c(=O)c2ccccc12	0.1	4	0.2	-11
O=C(O)c1ccc(Oc2cc(Oc3cccc(Cl)c3)cc([N+](=O)[O-])c2)cc1	-0.4	-5	-0.1	1
Cc1c(-c2ccccc2)[n+](=O)c(-c2ccccc2)c(C)n1[O-]	1.7	-3	0.0	-4
COc1ccc(C(=O)Nc2ccc(N3CCCC3)c(Cl)c2)cc1	-0.2	5	-0.3	-8
CC(C)Nc1cc(N2CCN(CCO)CC2)c2noc3c2c1C(=O)c1ccccc1-3	-1.1	39	-0.6	18
CC(C)(C)NC(=O)COC(=O)c1ccc(Cl)c(N)c1	-2.0	-8	0.1	-6
O=C(O)c1ccc(CNCc2c(F)cccc2Cl)cc1	-1.0	-14	-0.2	-9
CC(c1ccc2c(c1)OCCO2)N(C)C(=O)CCc1nnc(-c2ccc3c(c2)OCO3)o1 (centres undefined)	-1.6	6	0.4	-52
CC1(C)CC(=O)C2=C(C1)N(c1ccc(Cl)cc1)C(N)=C(C#N)C2c1ccc(Br)s1 (centres undefined)	-1.7	8	0.1	9
Cc1cnc(N2CCOCC2)nc1NCc1cccc(C(F)(F)F)c1	-0.3	4	0.1	-3
CC1=CCC2C(=O)N(c3ccccc3C)C(=O)C2C1 (centres undefined)	-1.1	8	0.5	8
O=C(NNc1ccc([N+](=O)[O-])cc1)c1ccco1	2.7	-3	-0.1	2
O=c1oc2ccccc2cc1-c1nc2ccccc2s1	-1.6	11	0.1	-63
N#Cc1c(-c2ccccc2)cc(-c2cccs2)nc1SCC(N)=O	-1.8	1	-0.2	-1
COc1ccc(NC(=O)c2ccc3c(=O)n(C4CCCCC4)c(SCc4cccc([N+](=O)[O-])c4)nc3c2)cc1OC	-0.6	21	0.2	-1
CCn1c(SCC(=O)NC2CCCCC2)nc2ccccc21	1.5	8	0.0	-1
CCOC(=O)c1ccccc1NC(=O)CSc1nncc(=O)n1N	1.1	10	0.2	-4
CCOc1cc(/C=N/NC(=O)CNC(=O)c2cccc(F)c2)cc(Cl)c1O	-1.7	7	-0.1	1
CO[C@H]1[C@H](NC(=O)CSC)c2ccccc2C12CCN(C/C=C/c1ccccc1)CC2	-0.1	12	-0.6	-6
CSCCC(C(=O)NC1CCCCCC1)N1C(=O)c2ccccc2C1=O (centres undefined)	-0.1	-1	0.0	7
Cc1nn(C)cc1CN1CCC(C2(Cc3ccccc3Cl)NC(=O)NC2=O)CC1 (centres undefined)	-0.3	-1	-0.1	-5
Cc1cccc(N(CC(=O)N2CCOCC2)S(=O)(=O)c2ccccc2)c1C	0.3	4	0.0	6
CC(=O)Nc1ccc(C(=O)NNC(=O)CCc2ccccc2)cc1	0.1	0	0.2	8
COC(=O)C1=C(C)NC(=O)/C1=C\c1cc(Br)ccc1OC	0.4	9	-0.1	10
CCOC(=O)C1=C(C)Nc2nnnn2C1c1ccc(OC(=O)c2ccccc2)cc1 (centres undefined)	0.1	9	0.0	3
CCOC(=O)Nc1sc2c(c1C#N)CCC(C)C2 (centres undefined)	-0.5	-6	-0.1	-64
CCOC(=O)c1c(NC(=O)c2cc3n(n2)C(C(F)(F)F)CC(c2ccc4c(c2)OCO4)N3)sc2c1CCCC2 (centres undefined)	-1.3	11	-0.1	-5
COC(=O)C(=O)NNc1ccccc1	0.6	12	0.0	0
N#Cc1c(NC(=O)c2cc3nc(-c4ccc(Cl)c(Cl)c4)cc(C(F)(F)F)n3n2)sc2c1CCCC2	0.8	-1	-0.1	-1
CCCOc1ccc(C2C(=O)N(C3CCC(C)CC3)CC(=O)N2Cc2cccs2)cc1OC (centres undefined)	-0.8	3	0.1	-7
COc1ccc(C2=NN(C(=O)CSc3nnc(CNC(=O)c4ccccc4)n3C)C(c3ccc(C)cc3)C2)cc1 (centres undefined)	-1.0	2	0.0	19
Cn1c2ccccc2c2nnc(SCCCCC(=O)Nc3cccc4ccccc34)nc21	-1.3	-3	-0.1	-15
CC(=O)Nc1ccc(Nc2nc(NCCCN3CCCC3=O)nc3c2ncn3-c2ccsc2)cc1	-0.7	14	-0.3	40*
CSCCC(NS(=O)(=O)c1ccc(C)cc1)C(=O)N1CCC(C)CC1 (centres undefined)	0.4	12	0.1	0
COc1cc(S(=O)(=O)NC2CCCCC2)ccc1Cl	-1.0	-4	-0.4	-2
CCOC(=O)c1cc2c(=O)n3ccccc3nc2n(C(C)C)c1=NC(=O)c1ccco1	0.3	10	0.2	0
COC(=O)c1c(NC(=O)C2(C)Cc3ccccc3C(=O)O2)sc2c1CCCC2 (centres undefined)	2.5	0	0.0	-2
COCCN1C(=O)C(=O)/C(=C(/O)c2ccc(OC)cc2)C1c1cccc2ccccc12 (centres undefined)	3.0	4	0.0	6
Cc1cc(NS(=O)(=O)c2ccccc2)cc(S(=O)(=O)c2ccccc2)c1O	0.5	8	-0.1	0
CCOc1ccc(C(=O)N[C@H](C(=O)Nc2nnc(SCC)s2)C(C)C)cc1	-0.3	-3	0.0	2
CC1(C)CC(=O)C(C=NCCN2CCN(CC(=O)Nc3ccccc3)CC2)=C(O)C1	3.0	9	-0.1	16
CCc1cc2c(cc3c(=O)n(CC(=O)NC(C)C)nc(CC)n32)s1	1.0	4	0.1	6
Cc1ccc(Nc2cnn(C34CC5CC(CC(CC(=O)O)(C5)C3)C4)c(=O)c2Cl)cc1F	0.7	17	0.2	1
Cc1cc(C)cc(NCC(O)COc2ccc(OCC(O)CNc3cc(C)cc(C)c3)cc2)c1 (centres undefined)	0.1	19	0.2	2

Remaining list, next part
canonical_smiles	GPR151 ag	MITF primary	FBW7 activator	TEAD-YAP inh
O=C(c1cc2cc([N+](=O)[O-])ccc2s1)N1CCCCC1	1.3	-3	0.0	-28
O=C(COC(=O)c1cc(C(F)(F)F)cc(C(F)(F)F)c1)Nc1ccc2c(c1)OCCO2	3.3	-11	0.0	-2
COc1ccc(CCNc2nncc(-c3ccccc3C)n2)c(OC)c1	0.4	17	-0.3	0
Cc1ccc2c(c1)cc(CN(CCc1ccccc1)C(=O)N(C)C)c1nnnn12	3.5	2	-0.1	1
CC(=O)N/C(=N\c1nc(C)cc(C)n1)Nc1ccc(C)cc1	3.1&-0.9	-2&16	0.1&0.4	-19&5
Cc1cc(Cl)cc(C)c1OCCCCN1CCOCC1	0.9	2	-0.1	4
CCN(CCCNC(=O)CNC(=O)Cn1cnc2ccccc2c1=O)c1cccc(C)c1	-0.5	10	-0.1	1
COc1ccc(OC)c(S(=O)(=O)N2CC(C)OC(C)C2)c1 (centres undefined)	-1.4	15	0.1	8
C=CCn1cc(CN2CCc3nc(N4CCCC4)[nH]c(=O)c3C2)c2ccccc21	1.7	6	0.1	4
CC1(C)CC2CC(C)(CN2C(=O)COC(=O)c2ccc(Cl)c(N)c2)C1 (centres undefined)	-0.5	13	-0.1	5
Cc1ccc(-n2nc(C)c(-c3cccc([N+](=O)[O-])c3)c2C)cc1Cl	-0.7	19	0.0	4
Cc1cc(C)cc(N(C(C)C(=O)NC2CCCC2)S(C)(=O)=O)c1 (centres undefined)	1.1	1	0.1	0
COc1cc(/C=C2\SC(=O)N(CCN)C2=O)cc(OC)c1OC	-0.7	-10	-0.3	6
COc1ccc(-c2cnn3c(NCCc4ccccn4)ccnc23)c(OC)c1	0.2	14	0.1	1
CN(C)c1ccc(-c2nc3ccccc3n2-c2cc(C(C)(C)C)c(O)c(C(C)(C)C)c2)cc1	0.3	11	0.5	-26
CCOc1ccc(CC(=O)Nc2nc3c(OCC)cccc3s2)cc1	1.5	6	-0.1	7
CCOC(=O)c1c(-c2ccc(OCC)cc2)csc1NC(=O)CCCC(=O)O	0.8	3	0.0	6
COc1ccc(-c2cncc(-c3ccc(N4CCN(C)CC4)nc3)n2)cc1	-0.8	-10	0.0	5
Cc1cc(NCCN(C(C)C)C(C)C)nc(Nc2ccc(-n3ccnc3)cc2)n1	1.0	-3	-0.1	-3
O=[N+]([O-])c1ccc(-c2noc(-c3ccc(Br)cc3)n2)cc1	-0.9	-9	0.0	-9
CC(C)c1ccc2oc(-c3ccc(Cl)c(NC(=O)Cc4ccccc4)c3)nc2c1	0.2	-4	0.0	61*
Cc1ccc(NC(=O)CN2CCC(c3nc4ccccc4[nH]3)CC2)cc1	-2.5	0	0.0	-13
O=C(NC(C(=O)O)C12CC3CC(CC(C3)C1)C2)c1ccc(-c2ccccc2)cc1 (centres undefined)	0.5	-1	0.1	-1
COc1ccc(-c2nc(NC3CCN(Cc4ccccc4)CC3)c3ncn(-c4ccsc4)c3n2)cc1	0.2	10	0.0	0
CN(c1ccc(F)cc1)S(=O)(=O)c1ccc2[nH]cc(C(=O)NCC3CCCO3)c(=O)c2c1 (centres undefined)	5.4*	-5	0.3	-1
CC(=O)Nc1ccc(Nc2nc(-c3csc4ccccc34)nc3c2ncn3C2CCCCC2)cc1	1.6	8	0.0	4
COCCCn1c(C)cn2c3c(=O)n(CC(N)=O)c(=O)n(C)c3nc12	1.2	-4	0.0	1
CCOC(=O)c1c(NC(=O)COc2ccccc2Cl)sc(C(C)=O)c1C	0.7	-2	0.0	-1
COc1cccc2cc(-c3csc(Nc4ccc(Oc5ccc(Cl)cc5)cc4)n3)c(=O)oc12	0.0	13	0.4	-3
CCN(CC)c1ccc(NC(=O)CN2CCN(c3ccc(F)cc3)CC2)cc1	-0.4	9	-0.1	11
C/C(N)=C(/C#N)C(=O)COC(=O)c1cccc(S(=O)(=O)N2c3ccccc3CC2C)c1 (centres undefined)	1.7	8	0.3	-1
CCOc1ccc2c(c1)sc(=NC(=O)C1CC1)n2CCOC	-1.6	-3	0.0	-8
COC(=O)c1c(C)nn(-c2ccccc2)c1-n1cccc1	-0.7	-12	-0.1	10
CC(C)N(C(=O)COC(=O)c1ccc([N+](=O)[O-])o1)C(C)C	0.6	-4	-0.1	3
Cc1ccc2c(c1)-c1c(cnn1CC(=O)N(C)CCC#N)CO2	-0.9	13	0.1	10
